PI4K2A inh: blocks human PI4K2A kinase activity; purified PI4K2A, ADP-Glo luminescence, 1 h; hits give low values; activity change, negative = inhibition, % at 76.9 µM; 420,000 tested, 0.13% active; in the data active = activity change below about -50%;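 also: -100% = wells without enzyme as full effect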
Target sequence (Q9BTU6 whole entry, looked up): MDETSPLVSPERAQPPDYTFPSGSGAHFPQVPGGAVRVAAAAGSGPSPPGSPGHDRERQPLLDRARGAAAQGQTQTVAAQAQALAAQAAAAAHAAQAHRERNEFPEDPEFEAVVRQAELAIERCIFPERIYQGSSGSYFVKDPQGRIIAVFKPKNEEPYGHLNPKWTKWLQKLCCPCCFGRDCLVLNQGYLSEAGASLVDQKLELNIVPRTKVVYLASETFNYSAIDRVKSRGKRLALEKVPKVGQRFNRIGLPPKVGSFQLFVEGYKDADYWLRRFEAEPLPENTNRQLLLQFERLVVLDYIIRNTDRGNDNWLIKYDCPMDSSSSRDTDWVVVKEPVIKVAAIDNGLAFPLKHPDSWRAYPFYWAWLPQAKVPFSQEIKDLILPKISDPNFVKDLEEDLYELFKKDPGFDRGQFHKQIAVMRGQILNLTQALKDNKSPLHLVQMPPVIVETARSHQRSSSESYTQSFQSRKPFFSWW
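Compounds are screened against recombinant PI4K2A using PI as substrate and ATP, the latter dispensed at 300 microM. Reactions run one hour at ambient temperature before ADP-Glo detection; full inhibition defined by wells lacking enzyme.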
* hit, by the source's call. Not all compounds are listed. The share of hits here may be higher or lower than overall.

Compound	PI4K2A inh
Cc1cccc(C)c1-n1nnnc1C(c1cc2ccccc2o1)N1CCN(C/C=C/c2ccccc2)CC1 (stereo unspecified)	5
COC(=O)[C@]12CCCCC=C1N(Cc1ccc3c(c1)OCO3)C(=O)[C@H](CC(=O)N1CCOCC1)C2	-3
COc1ccc(CNc2nn3c(-c4cccc(C(=O)N(C)C)c4)cnc3s2)cc1	-1
COc1cc(-c2coc3c(C(=O)NCc4cccc(Cl)c4)cccc23)ccc1O	2
Cc1nc2c(OCc3ccc(OC(F)F)cc3)cccn2c1N(C)C(=O)CCC1CCCC1	3
COC(=O)[C@]12C[C@H](CC(=O)NCc3ccc(C)o3)C(=O)N(Cc3ccc4c(c3)OCO4)C1=C[C@H](C(C)C)O[C@@H]2C1CC1	5
COCCCN1C(=O)[C@H](CC(=O)NCCCN2CCCC2=O)[C@]2(C(=O)OC)CCCCC=C12	-3
CC(C)(C)NC(=O)C(c1cc2ccccc2o1)n1c(-c2ccc(-c3ccccc3)cc2)nc2ccccc21 (stereo unspecified)	-5
O=C(NC1CCCC1)C1c2ccccc2OCC(=O)N1Cc1cccnc1 (stereo unspecified)	-6
NC(c1csc(Nc2nccc(C(F)(F)F)n2)n1)C1CCCCC1 (stereo unspecified)	-1
O=C(CSc1nnc(-c2ccccc2F)n1Cc1ccco1)Nc1ccccc1-c1ccccc1	-5
C#CCN1C(=O)[C@]2(NCCc3c2[nH]c2ccc(OC)cc32)c2ccccc21	4
CCCC1CCC2(CCCN2CCOC(=O)Nc2ccc(F)cc2)CC1 (stereo unspecified)	-2
COC(=O)[C@]12C[C@H](CC(=O)NCc3ccc(C)o3)C(=O)N(CCc3ccc(OC)c(OC)c3)C1=C[C@H](COCc1ccccc1)O[C@@H]2C	0
CN1CCN(c2ccc(CNC(=O)C3Cc4c(-c5cccc(F)c5)ccnc4O3)cc2)CC1 (stereo unspecified)	-1
CCCCOCCCNC(=O)C[C@@H]1C[C@@]2(C(=O)OC)CC(C)(C)CC=C2N(Cc2ccccc2)C1=O	-3
CCOC(=O)[C@@]12CCCC3=C1N(CCC3)C(=O)[C@H]2CC(=O)N1CCCCC1	-1
CC(O)(c1ccccc1)c1nc(-c2ccc3c(c2)OCO3)cs1 (stereo unspecified)	3
O=C(c1cc(C2CC2)on1)N(C1CCCCC1)C1CCOCC1	-1
CC(=O)c1cccc(-c2cnc3c(NC=O)cc(-c4ccccc4F)cn23)c1	0
CC(O)(c1ccccc1)c1nc(-c2cccc(C(=O)O)c2)cs1 (stereo unspecified)	-3
CN(c1ccc(Cl)cc1)c1cc2c(c3c1ccn3C)C1CCC2O1 (stereo unspecified)	-1
CSCCC(C(=O)Nc1c(C)cccc1C)N1CCC(Cc2ccccc2)CC1 (stereo unspecified)	4
COC(=O)C[C@@H]1CC[C@H](NS(=O)(=O)c2ccccc2F)[C@@H](CO)O1	-4
CS(=O)(=O)c1ccc(Nc2nc(C(N)COCc3ccccc3)cs2)cc1 (stereo unspecified)	-2
N#Cc1ccc(CSc2nc3sc4c(c3c(=O)n2-c2ccc(Br)cc2)CCCC4)cc1	-2
CCOC(=O)[C@]12CCC=C1N(Cc1cccc3ccccc13)C(=O)[C@H](CC(=O)N1CCN(C(=O)c3ccco3)CC1)C2	-5
O=C(Nc1c(-c2ccccc2)nc2ncccn12)C1CC1	1
CCOC(=O)C1CCCN(C(=O)c2ccc(N(C)C)cc2)CC1 (stereo unspecified)	-1
COc1ccc(C2C(C(=O)N3CCOCC3)CC(=O)N2c2ccc(OC)cc2)cc1 (stereo unspecified)	11
c1ccc(-c2cccc3[nH]cc(-c4ccccc4)c23)cc1	0
COCCNC(=O)C1CCCN(C(=O)c2ccc(F)c(C)c2)CC1 (stereo unspecified)	-8
CC(C)(C)[C@@H]1/C(=C/C2CC2)N2C(=O)C[C@@H](c3ccccc3)N=C2N1Cc1ccc2c(c1)OCO2	-5
COc1cccc(CNC(=O)C2(C)CCCN2C(=O)C(C)C)c1 (stereo unspecified)	-1
Cc1ccc(-c2cc(-c3nnc(SCC(=O)Nc4cccc5ccccc45)n3N)[nH]n2)cc1	-5
CC(C)(C)C(=O)Nc1nnc([C@H]2C[C@H](O)[C@@H](CO)O2)s1	-3
CCCC(=O)N1CCC1(C)C(=O)NS(=O)(=O)c1cccc(Cl)c1 (stereo unspecified)	-1
CC1(Cc2ccccc2OC(F)(F)F)C(=O)Nc2ccc(OC(F)(F)F)cc21 (stereo unspecified)	3
COc1ccc(-c2c(Sc3ccccc3)c3cc(-c4ccc5c(c4)OCO5)ccc3n2C)cc1	-1
COc1ccc(CN2C(=O)c3ccccc3C2c2nnnn2Cc2ccccc2)cc1 (stereo unspecified)	1
CC(C)CCNC(=O)c1[nH]c(C(F)(F)F)nc1-c1ccccc1	3
CC(C)C[C@@H](CN1CCC[C@@H]1CN1C(=S)NC[C@@H]1Cc1ccccc1)N1C[C@H](Cc2ccc(O)cc2)N(CCc2ccccc2)C1=S	0
CN(C)[C@@H]1C(=O)C(C(N)=O)=C(O)[C@@]2(O)C(=O)C3=C(O)c4c(O)cccc4C[C@H]3C[C@@H]12	-3
Cc1cc(C)c2c(CN3CCN(c4ccccc4)CC3)cc(=O)oc2c1	-1
O=[N+]([O-])c1ccc(C=Nc2ccccc2)cc1	-2
CCCN(CC1CC1)C(=O)CSc1nnc(-c2ccncc2)n1-c1ccc(OC)cc1	4
CC(C)CC(N)c1csc(Nc2ncccn2)n1 (stereo unspecified)	4
CC(=O)c1cc(-c2cccc(C#N)c2)c(=O)n2c1CCC2	1
Cc1ccc(NC(=O)CSc2nnc(-c3ccccc3F)n2-c2ccccc2)c(C)c1	-1
CN(C)c1ncnc2c1ncn2[C@H]1CN(Cc2ccc3c(c2)OCO3)C[C@@H](CO)O1	-4
O=C(CSc1nnc(-c2ccccn2)n1-c1ccccc1)Nc1cccc2ccccc12	2
O=C(c1ccc(F)cc1Cl)N(Cc1ccccn1)CC1CCCO1 (stereo unspecified)	-2
C[C@@H](N)C(=O)Nc1ccc(Cl)cc1C(=O)c1ccc[nH]1	2
Clc1cccc(Cc2c(-c3cccc(Cl)c3)nc3ccc(Cl)cn23)c1	1
COC(=O)[C@H](CC(C)C)N(CCCc1cn(CC2CCCCC2)nn1)S(=O)(=O)c1ccc(F)cc1Br	1
CNc1cncc(-c2cccc(C(C)=O)c2)n1	1
Nc1nc(N)c(N=O)c(Nc2ccc(Cl)c(Cl)c2)n1	-1
Cc1cccc(S(=O)(=O)NC(=O)C2(C)CCN2C(=O)Cc2cc(F)ccc2F)c1 (stereo unspecified)	-5
C=CCNc1ncnc2c1ncn2[C@H]1CN(Cc2ccco2)C[C@@H](CO)O1	-2
Cc1cccnc1C(NC(=O)C1CCN(CCOc2ccc(Cl)cc2Cl)CC1)c1ccc(Cl)cc1 (stereo unspecified)	-2

The listing continues:
Compound	PI4K2A inh
CC(C)CN1C[C@@H]2CSCCS(=O)(=O)N2C1=O	11
Cc1cnc2ccc(F)cc2c1	-3
Cc1cc2nc(-c3ccc(C#N)cc3)c(Cc3cccc(F)c3)n2c(C)c1Br	2
Cc1ccc(NC(=O)C2(C)CCN2C(=O)Cc2ccccc2Cl)cc1C (stereo unspecified)	3
OC(c1ccco1)c1nc(-c2ccc(F)c(Cl)c2)cs1 (stereo unspecified)	2
CC(=O)CC[C@H]1CC[C@]2(CCCN(C(=O)c3ccc4ccccc4n3)C2)O1	-3
COc1ccc(Cc2c(-c3ccc(F)cc3)nc3ccc(Cl)cn23)c(C)c1	-8
COc1ccc(C(C)(NC(C)=O)c2nc(-c3cccc(C#N)c3)cs2)cc1 (stereo unspecified)	-1
Cc1ccc(CSc2nnc(-c3n[nH]c4c3CCC4)n2N)cc1	3
CCOC(=O)C1CCN(C(=O)C(C)(C)NC(=O)Nc2ccc(C(F)(F)F)cc2Cl)CC1	-2
O=C(NCC[C@@H]1CC[C@@H](NC(=O)c2cnccn2)[C@@H](CO)O1)c1ccc2c(c1)OCO2	-3
CCOC(=O)C1CCN(C(=O)c2[nH]c(C(F)(F)F)nc2-c2ccccc2)CC1	-1
c1cnc2c(-c3cccc4nccn34)cccc2c1	-3
CC(=O)Nc1sc2c(c1-c1nc3ccccc3s1)CN(C(C)C)C2	-5
OC(c1cc(F)cc(Cl)c1)c1ncc(-c2ccccc2Cl)[nH]1 (stereo unspecified)	0

Entries shown so far containing a CF3 group:
Compound	PI4K2A inh
NC(c1csc(Nc2nccc(C(F)(F)F)n2)n1)C1CCCCC1 (stereo unspecified)	-1
CC1(Cc2ccccc2OC(F)(F)F)C(=O)Nc2ccc(OC(F)(F)F)cc21 (stereo unspecified)	3
CC(C)CCNC(=O)c1[nH]c(C(F)(F)F)nc1-c1ccccc1	3
CCOC(=O)C1CCN(C(=O)C(C)(C)NC(=O)Nc2ccc(C(F)(F)F)cc2Cl)CC1	-2
CCOC(=O)C1CCN(C(=O)c2[nH]c(C(F)(F)F)nc2-c2ccccc2)CC1	-1

Later entries.
Compound	PI4K2A inh
O=C(CCc1ccccc1)N[C@H]1[C@H](O)CCC[C@]12C(=O)N(Cc1ccccc1)c1ccccc12	0
COC(=O)[C@@]12CCCCC=C1N(CCc1ccc(Cl)cc1)C(=O)[C@H]2CC(=O)NCc1ccc(C)o1	-1
Cc1cc(C)cc(CC(=O)N2CCC2(C)C(=O)NS(=O)(=O)c2ccc(C#N)cc2)c1 (stereo unspecified)	-3
O=C(NC(c1ccc(-c2ccccc2)cc1)c1cnccn1)C1CCN(CCN2C(=O)c3ccccc3C2=O)CC1 (stereo unspecified)	-5
CCOC(=O)C1=CCN(S(=O)(=O)c2ccccc2C)C1c1ccccc1 (stereo unspecified)	0
CCOc1ccc(CCN2C(=O)C(=O)N([C@@H](Cc3ccccc3)CN3CCC[C@H]3CN3C(=O)C(=O)NC[C@@H]3Cc3ccc(O)cc3)C[C@@H]2Cc2ccc(O)cc2)cc1	3
CCOC(=O)C1=CCN(S(=O)(=O)c2ccccc2Cl)C1c1ccccc1 (stereo unspecified)	1
O=C(NCc1ccc(F)cc1)Nc1nnc([C@@H]2C[C@H](O)[C@@H](CO)O2)s1	-5
Cc1ccc(-n2c(SCc3nc4ccccc4[nH]3)nnc2-c2ccccn2)cc1	1
Cc1ccc2nc(-c3cccc(Cl)c3)c(Cc3cccc(F)c3)n2c1	6
CCCCC[C@@H]1CCCCC[C@@H](O)C[C@@H](O)[C@H](O)/C=C/C(=O)O1	5
CN1C2=N[C@@H](c3ccc4ccccc4c3)CC(=O)N2/C(=C\c2ccccc2)[C@H]1c1ccccc1	0
O=C(NCc1ccccc1F)C1C2C=CC3(CN(Cc4ccccc4)C(=O)C13)O2 (stereo unspecified)	-1
O=C(NCC1COc2ccccc2O1)c1ccc(NC(=O)c2c(Cl)cccc2Cl)cc1 (stereo unspecified)	-1
CC1=C(C(=O)N2CCCCCC2)CC(CC(=O)NCCN2CCOCC2)C(=O)N1Cc1ccc(C(C)(C)C)cc1 (stereo unspecified)	1

Three of the entries above in order of the PI4K2A inh value, rising.
Compound	PI4K2A inh
O=C(NC(c1ccc(-c2ccccc2)cc1)c1cnccn1)C1CCN(CCN2C(=O)c3ccccc3C2=O)CC1 (stereo unspecified)	-5
COc1ccc(-c2c(Sc3ccccc3)c3cc(-c4ccc5c(c4)OCO5)ccc3n2C)cc1	-1
CC1(Cc2ccccc2OC(F)(F)F)C(=O)Nc2ccc(OC(F)(F)F)cc21 (stereo unspecified)	3

Continuation.
Compound	PI4K2A inh
CCCCn1nnnc1C(c1ccccc1)N1CCCN(Cc2ccc(F)cc2)CC1 (stereo unspecified)	-7
O=C(NCC[C@H]1CC[C@H](NS(=O)(=O)c2ccccc2F)[C@@H](CO)O1)c1ccc(F)cc1	-4
CC(C)(C)n1nnnc1C(c1ccccc1)N1CCN(c2ncccn2)CC1 (stereo unspecified)	5
Cc1ccc2c(c1)C1CS(=O)(=O)N(CC(C)C)C(=O)N1C2 (stereo unspecified)	-1
CCCCN(C)c1c(C)nc2ccc(C(=O)NC3CCN(C)CC3)cn12	3
CCOC1=CC2=C(C(=O)C(Cl)=CC2=O)[C@@H]2CN(S(=O)(=O)c3ccc(C)cc3)[C@@H](c3ccccc3)[C@H]12	-19
CC(=O)Nc1ccc(-c2ccnc3c2CC(C(=O)Nc2ccccc2)O3)cc1 (stereo unspecified)	-1
Cc1cc(C)n2c(Nc3ccc4c(c3)OCCO4)c(-c3cc4ccccc4o3)nc2n1	0
O=C(NC1CCCCC1)C1c2ccccc2OCC(=O)N1CCc1ccccc1 (stereo unspecified)	-2
Cc1cc(C)c(CN2CCN(C(=O)CC[C@H]3O[C@@H](n4ccc(=O)[nH]c4=O)[C@H](O)[C@@H]3O)CC2)c(C)c1	-7
CCC(=O)Oc1ccc2c(c1)CC[C@@H]1[C@@H]2CC[C@@]2(C)[C@H]1C[C@@H](OC(=O)CC)[C@@H]2OC(=O)CC	2
O=C(Nc1ccc(F)cc1)OCc1cn(Cc2cccc(F)c2F)nn1	2
COC(=O)[C@]12CCCCC=C1N(Cc1ccccc1)C(=O)[C@H](CC(=O)NCCCCc1ccccc1)C2	3
CN1CCC[C@@H]1Cc1c[nH]c2ccc(CCS(=O)(=O)c3ccccc3)cc12	-4
COc1ccc(CC(N)c2csc(NC(=O)Nc3ccccc3Cc3ccccc3)n2)cc1 (stereo unspecified)	3
O=C1CCc2cc(S(=O)(=O)N3CCN(Cc4cccc5c4OCO5)CC3)ccc2N1	-1
CC1CCC(C(C)C)C(NC(=O)c2ccncc2)C1 (stereo unspecified)	6
Cc1cn([C@H]2C[C@H](O)[C@@H](CCC(=O)NCCCc3ccccc3)O2)c(=O)[nH]c1=O	-5
Cc1nc2ccc(C(=O)NCCCN3CCCC3=O)cn2c1N(C)C(=O)CCc1ccccc1	4
COc1cccc(-c2nc3nc(C)cc(C)n3c2NC2CCCC2)c1	2
CCOc1ccc(Cl)cc1-c1cc(C(=O)Nc2ccc(Br)cc2)[nH]n1	-3

Bioassay records from PubChem BioAssay.
